ERK EGF inh = EGF-driven ERK pathway inhibition; Potency, µM (top dose mostly 11.5 µM), inactives show at the top dose activity change, negative = inhibition, hits mostly inhibitors; 0.41% of 130,000 active; HEK293-V1b, EGF-stimulated phospho-ERK AlphaScreen; AID 1454; active means well fitted inhibition curve with a large enough effect; inconclusive means small, poorly fitted or top-dose-only effect, or effect the other way;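 further: plate controls were stimulated vehicle wells for no effect and unstimulated vehicle basal for full effect; nearly all actives have a fitted effect of over 55% in size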
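V1b-HEK293, 1% FBS o/n; cpd 30 min 37C; EGF 25 nM final, 5 min; lyse 10 min; AlphaScreen beads 5 h RT. Normalized DMSO basal vs EGF max; Hill AC50.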
The depositor's hits bear a star; ? = inconclusive; & = joins results of further samples; [ ] = remark or other dose. Potency means the concentration at half of the fitted maximal effect. An excerpt (hit frequency here may not be typical).

SMILES	ERK EGF inh
O=C(Cc1ccccc1)NC1(Cc2ccc(O)cc2)CCCCC1	8%
CCOC(=O)c1ccc(NC(=O)c2nc[nH]c2C(=O)NCCCCCNC(=O)OC(C)(C)C)cc1	-12%[57.5 µM]
COc1ccc(C(NC(=O)C2CCCCC2)c2c(O)ccc3ccccc23)cc1 (centres undefined)	-5%
Nc1ccc2nc(-c3ccccn3)[nH]c2c1	1%
CC(=O)c1cc(-c2ccccc2)n(CC(=O)Nc2ccc(C)c(C)c2)c1C	4%
CC(C)NC[C@H](O)COc1cccc2[nH]ccc12	0%
Cc1onc(-c2ccccc2)c1C(=O)NC(=S)NNC(=O)c1cccnc1	6%
O=C(CCC1CCCN(C(=O)c2ccc3cc[nH]c3c2)C1)NCc1ccc(F)c(F)c1 (centres undefined)	-2%
CCc1cccc2c(C(=O)COC(=O)c3cccc(S(=O)(=O)N(C)C4CCCCC4)c3)c[nH]c12	6%
COc1ccc(NC(=O)CSc2nc3[nH]ncc3c(=O)n2-c2ccccc2OC)cc1OC	-7%
CC1CCCN(S(=O)(=O)c2ccc(N(C(=O)c3cnccn3)C(C(=O)NC3CCCCC3)c3cccs3)cc2)C1 (centres undefined)	1%
COc1ccc(NC(=O)Nc2ccccc2)cc1S(=O)(=O)N1CCCCC1	-12%
COc1ccc(C(=O)C2CCCN(Cc3cnc(N4CCOCC4)s3)C2)cc1F (centres undefined)	10%[57.5 µM]
COc1cc(/C=N/N=C(\N)c2nonc2N)cc(OC)c1O	-7%[57.5 µM]
Cc1cc(C)c2sc(N)nc2c1	1%
COc1cc2c(cc1NCc1ccccn1)oc1ccccc12	2%
COc1cccc(-n2c(=O)c3cc(OC)c(OC)cc3n(CC(=O)Nc3cc(C)[nH]n3)c2=O)c1	0%
Cc1ccc2cccc(OCC(=O)Nc3ccc(N4CCOCC4)cc3)c2n1	0%
CC(C)CC(NC(=O)OCC1c2ccccc2-c2ccccc21)C(=O)O (centres undefined)	13%
CCOc1cc(N2CCOCC2)c(OCC)cc1NC(=O)c1c(-c2ccccc2Cl)noc1C	3%
Cc1ccc(C(=O)N2NC(c3ccc(F)cc3)C3C(=O)N(c4ccc(C)cc4)C(=O)C32)cc1 (centres undefined)	-5%
O=C1c2ccc3c4c(ccc(c24)C(=O)N1c1cccc(O)c1)CC3	4%
COC(=O)Cc1ccc(NC(=O)C(c2ccccc2)c2ccccc2)cc1	-1%
O=C(COC(=O)c1cnccn1)c1ccc(Cl)cc1	-6%
CCCN1CNC(=S)N(CCc2ccccc2)C1	-2%

6 neighbouring compounds already listed:
SMILES	ERK EGF inh
CCOc1cc(N2CCOCC2)c(OCC)cc1NC(=O)c1c(-c2ccccc2Cl)noc1C	3%
Cc1ccc(C(=O)N2NC(c3ccc(F)cc3)C3C(=O)N(c4ccc(C)cc4)C(=O)C32)cc1 (centres undefined)	-5%
O=C1c2ccc3c4c(ccc(c24)C(=O)N1c1cccc(O)c1)CC3	4%
COC(=O)Cc1ccc(NC(=O)C(c2ccccc2)c2ccccc2)cc1	-1%
O=C(COC(=O)c1cnccn1)c1ccc(Cl)cc1	-6%
CCCN1CNC(=S)N(CCc2ccccc2)C1	-2%

Individual results from the results shown:
`COc1cc(/C=N/N=C(\N)c2nonc2N)cc(OC)c1O` | ERK EGF inh = -7%[57.5 µM]
`CCOc1cc(N2CCOCC2)c(OCC)cc1NC(=O)c1c(-c2ccccc2Cl)noc1C` | ERK EGF inh = 3%

Later entries
SMILES	ERK EGF inh
Cn1c2c(c(=O)n(C)c1=O)C(CC(=O)Nc1ccc(F)cc1)C(=O)N2 (centres undefined)	3%
COC(=O)c1ccc(-c2noc(CN3CCCCC3c3nccn3C)n2)cc1 (centres undefined)	7%
CC(C)OCCCNC(=O)C(NS(=O)(=O)c1ccc2c(c1)c(=O)n(C)c(=O)n2C)c1ccccc1 (centres undefined)	12%
Cc1ccc2nc(-c3ccccn3)c(Nc3ccccc3C)n2c1	?
CN(c1ccccc1)S(=O)(=O)c1ccc(C(=O)Nc2nnc(-c3ccco3)o2)cc1	-8%
O=C(c1ccc(Cl)c([N+](=O)[O-])c1)N(Cc1ccc(F)cc1)C1CCS(=O)(=O)C1 (centres undefined)	-6%[57.5 µM]
C#CCOCCOCCOCCNc1nc(N2CCN(C(=O)[C@H]([C@@H](C)CC)n3cc(CCCN=C(N)N)nn3)CC2)nc(N2CCN(C(=O)[C@H](CCCCN)n3cc(CCCC)nn3)CC2)n1	0%
COc1ccc(C(CNC(=O)COc2ccc(Br)cc2F)N2CCCC2)cc1 (centres undefined)	-2%
COCC1CCN(Cc2nc(-c3ccc4c(c3)OCO4)no2)C1 (centres undefined)	0%
Cn1ccc(C(=O)NC(=S)N2CCSCC2)n1	1%[57.5 µM]
O=C(NCCc1cn2ccccc2n1)c1cc(COc2ccc3ncccc3c2)on1	28µM*
CSC1=C(C#N)C(c2cccc(Br)c2)CC(=O)N1 (centres undefined)	8%
O=C(COc1ccc(Cl)cc1)N1CCN(c2ccc([N+](=O)[O-])c(N3CCOCC3)c2)CC1	3%
O=C(CCCCCNc1nc(=S)[nH]c2ccccc12)NCc1ccccc1Cl	0%
COc1cc(CC(=O)NCCc2ccc(S(N)(=O)=O)cc2)cc(OC)c1OC	-8%[57.5 µM]
CCNc1nc(NCC)nc(SCCOc2ccc(C)cc2)n1	0%
COC(=O)[C@@H]1C[C@H]2CC[C@H](O)C[C@H]2N1Cc1c(F)cccc1Cl	7%
O=C(O)c1ccc(CSc2ccccn2)cc1	3%
O=c1c(Cc2ccccc2)c(O)ccn1Cc1ccc2c(c1)OCO2	-8%
O=C(O)CCN1CC2([N+](=O)[O-])CC=C(OCCO)C([N+](=O)[O-])(C1)C2 (centres undefined)	5%
O=C(O)C(Cc1ccccc1)N1C(=O)c2cccc3cccc(c23)C1=O (centres undefined)	-21%
COc1ccc(C2=Nn3c(nnc3-c3cccnc3)SC2)cc1	1%
Cc1ccc(C)c(NC(=O)C(=O)NCc2ccccn2)c1	-1%
Cc1ccc(S(=O)(=O)Nc2ccccc2C(=O)Nc2sccc2C(=O)NN(C)C)cc1	5%
Cc1onc(-c2ccccc2)c1-c1ccnc(N)n1	3%[57.5 µM]

Sorted by SMILES length (low to high): some entries from above.
SMILES	ERK EGF inh
Cc1onc(-c2ccccc2)c1-c1ccnc(N)n1	3%[57.5 µM]
COCC1CCN(Cc2nc(-c3ccc4c(c3)OCO4)no2)C1 (centres undefined)	0%
Cn1c2c(c(=O)n(C)c1=O)C(CC(=O)Nc1ccc(F)cc1)C(=O)N2 (centres undefined)	3%
COC(=O)[C@@H]1C[C@H]2CC[C@H](O)C[C@H]2N1Cc1c(F)cccc1Cl	7%
CC(C)OCCCNC(=O)C(NS(=O)(=O)c1ccc2c(c1)c(=O)n(C)c(=O)n2C)c1ccccc1 (centres undefined)	12%

Additional entries.
SMILES	ERK EGF inh
C/C1=C/CC(C)(C)/C=C/C/C(C)=C/CC1	24%
CCOC(=O)C1(Cc2cccc(F)c2)CCN(C(=O)c2cscn2)CC1	-25%[57.5 µM]
O=C(NCc1ccc2c(c1)OCO2)C1CCC(=O)N1C1CCCCC1 (centres undefined)	2%[57.5 µM]
Cc1cnc(CNc2ccnc(-c3ccc(C(=O)N(C)C)cc3)n2)cn1	25%
Cc1cccc(C)c1OCC(=O)N/N=C/c1cccn1C	-16%
CC(C)C[C@@H](CC(=O)N[C@@H](CCCN)CC(=O)N[C@@H]1CCCC[C@H]1C(=O)N[C@H](CC(=O)N[C@@H](CCC(=O)O)CC(=O)O)Cc1ccccc1)NC(=O)[C@@H]1CNCC[C@H]1N	3%
CCC[C@@H]1C[C@@]1(CCC)C(NC(=O)c1ccc(-c2ccccc2)cc1)c1cccc(Cl)c1 (some centres undefined)	5%
CCc1c(-c2ccccc2)[n+](=O)c2c(n1[O-])CCC2	0%[57.5 µM]
CC(C)c1ccc(N(CC(=O)N/N=C/c2ccc(OC3CSC3)cc2)S(=O)(=O)c2ccccc2)cc1	-6%
Nc1cccc(CCc2nc3ccccc3[nH]2)c1	-6%
O=C(CNC(=S)N(Cc1ccccc1)Cc1ccccc1F)NCc1ccccc1	0%
C=C(C)CNC(=S)NNC(=O)c1cc(C)oc1C	1%
CC[C@H](C)[C@@H](NC(=O)O[C@@H]1C(=O)c2ccc(OC)cc2O[C@H]1c1ccc2c(c1)OCO2)C(=O)OC	-10%
CCCOc1ccc(C(=O)Nc2nc(C)c(Cc3ccc4c(c3)OCO4)s2)cc1	1%
COc1ccc(NC(=O)c2ccc3c(SCC(=O)O)c4c(nc3c2)CCCC4)c(OC)c1	-6%
Cc1ccc(Nc2c(-c3ccccc3O)nc3cnccn23)cc1	25µM*
O=C(C1=C(O)C(=O)N(c2ncccn2)C1c1ccc(F)cc1)c1ccco1 (centres undefined)	-7%[57.5 µM]
CC(C)CCc1noc(CN2CCN(c3ccc(Cl)cn3)CC2)n1	-9%[57.5 µM]
CN1CCN(C(CC(=O)Nc2cccc(O)c2)C(=O)O)CC1 (centres undefined)	-1%[57.5 µM]
C=CCC(CC(O)COCCC)C(=O)NNC(=S)Nc1ccccc1 (centres undefined)	9%[57.5 µM]
O=[N+]([O-])c1ccc(OCC(O)CNCCNc2nccc(C(F)(F)F)n2)cc1 (centres undefined)	-10%[57.5 µM]
O=C(NN=C1CCCCCC1)NC1CCCCC1	19%
O=C(Nc1ccc(Cl)cc1)Nc1csc([N+](=O)[O-])c1	-7%[57.5 µM]
COc1ccc(NC(=O)Nc2ccc(N3CCOCC3)c3nonc23)c(OC)c1	3%
CN(C)[C@@H](CO)c1nnc([C@H](CCC(=O)O)NC(=O)C2CCNCC2)o1	1%[57.5 µM]

Remaining list, next part:
SMILES	ERK EGF inh
COc1ccc(/C=C(\C#N)C(=O)OCC(=O)Nc2ccc(C(C)(C)C)cc2)cc1	-8%
O=C(NC1CCCCCC1)C(=S)NCc1ccccc1	-20%
CC1=NN(C(=O)CCc2ccccc2)C(c2ccccc2)C1 (centres undefined)	2%
CCOC(=O)c1[nH]c2c(c1-c1ccccc1)C(=O)CC(c1ccc(OC)c(OC)c1)C2 (centres undefined)	-4%
O=C(COC(=O)CCN1C(=O)c2cccc([N+](=O)[O-])c2C1=O)NCc1ccccc1	-1%
NC(=O)CC[C@@H]1NC(=O)[C@H](CO)NC(=O)c2cc([N+](=O)[O-])cc(I)c2NCC[C@@H](C(N)=O)NC(=O)[C@H](Cc2ccc(O)cc2)NC1=O	7%
Cc1ccc(N2C(=O)C3CC3C2=O)cc1 (centres undefined)	-7%
CCOCCCNC(=O)C(c1ccc(C)cc1)N(Cc1ccc2c(c1)OCO2)C(=O)c1ccccn1 (centres undefined)	0%
COc1ccc(NC(=O)c2ccc([N+](=O)[O-])s2)c([N+](=O)[O-])c1	3%
CN(C)/C=C/C(=O)c1ncc(C(F)(F)F)cc1Cl	-32%
O=C(NC1CCCCC1)C(c1cccnc1)N(CCc1ccccc1)C(=O)Cc1cccs1 (centres undefined)	-4%
COc1cc(-c2[nH]nc3c2C(c2ccco2)C(C#N)=C(N)O3)cc(OC)c1OC (centres undefined)	2%
C/C=C\C(=O)Nc1cccc(C2=NOC3(C2)C[C@H](C(N)=O)N(C(=O)Cc2ccc([N+](=O)[O-])cc2)C3)c1 (some centres undefined)	-8%[57.5 µM]
CCCCCCNC(=O)N[C@H](C(=O)NCCC[C@H]1CN2C(=NC[C@H]2C)N1CCC(c1ccccc1)c1ccccc1)C(C)O (some centres undefined)	9%[57.5 µM]
O=C(Nc1ccccc1N1CCCCC1)c1cccc([N+](=O)[O-])c1	2%
O=C(NCc1cccnc1)C(=O)Nc1ccc([N+](=O)[O-])cc1	-8%
Cc1nn(CCCC(=O)O)c(C)c1[N+](=O)[O-]	2%
COc1ccc(C2C(C#N)=C(N)Nc3onc(C(C)(C)C)c32)c(OC)c1 (centres undefined)	3%
CC(C)[C@@H](CC(=O)N[C@@H]1CCNC[C@H]1C(=O)N[C@H](CC(=O)N[C@@H](CCC(=O)O)CC(=O)O)Cc1ccccc1)NC(=O)C[C@H](Cc1c[nH]c2ccccc12)NC(=O)[C@@H]1CCCC[C@H]1N	2%
O=C(Oc1ccccc1Cl)c1ccc(N2CCOCC2)c([N+](=O)[O-])c1	-8%
Cc1cc(NC(=NC2CC2)c2ccccc2F)n(-c2ccccc2)n1	-1%[57.5 µM]
COc1ccc(-n2c(C)cc(/C=C3\SC(=S)N(Cc4ccco4)C3=O)c2C)cc1	?
Cc1cc(C)n2c(C)nnc2c1	-15%[57.5 µM]
COc1ccc(C(=O)Nc2cc(=O)n(C)c(=O)n2C)cc1	-1%
Cn1c(N)c(C(=O)COC(=O)c2cc(-c3ccccc3)nc3ccccc23)c(=O)n(Cc2ccccc2)c1=O	-6%&-2%

(cont.)
SMILES	ERK EGF inh
Cc1csc(NC(=O)CSc2ccccc2F)n1	-13%
COc1ccc(-c2cc(=O)c3c(OC(C)=O)cc(OC(C)=O)cc3o2)cc1	13%
CC(=O)OCC1OC(Oc2cc(OC(C)=O)c3c(=O)cc(-c4ccc(OC(C)=O)cc4)oc3c2)[C@@H](OC(C)=O)C(OC(C)=O)C1OC(C)=O (some centres undefined)	22%
Cc1nn(-c2ccccc2)c(N2CCCC2)c1/C=N/NC(=O)C1CC1	5%
NC(=O)CC(NC(=O)Cc1ccc(Br)cc1)c1ccc(NCc2ccc(F)c(F)c2)c([N+](=O)[O-])c1 (centres undefined)	-4%[57.5 µM]
CC(=O)Nc1ccc(S(=O)(=O)NC2(C(F)(F)F)NC(=O)N(CC(C)C)C2=O)cc1 (centres undefined)	-5%[57.5 µM]
Cc1ccc(S(=O)(=O)N2CCC(=O)N(CCOC(=O)Nc3cc(C)cc(C)c3)CC2)cc1	1%

High-throughput results from PubChem.
